Compound activity: PubChem, National Center for Advancing Translational Sciences (NCATS)
JMJD2A Tudor = JMJD2A Tudor domain (human) inhibition; O75164; AID 504339; AlphaScreen JMJD2A-Tudor / H3K4me3 peptide binding; 390,000 compounds, 4.4% hits; Potency, µM (series often up to 114 µM), for the others: at the top dose activity change, negative = inhibition, actives largely listed as inhibitors; note: potency is the fitted concentration of half-maximal effect; % is set by controls: 0 for no effect and ±100 for the full control effect; nearly all actives have a fitted effect of over 50% in size
ERG Ets-DNA blk = blocks human ERG Ets domain binding to DNA; AID 624246; Potency, µM (series often up to 76.9 µM), for the others: top-dose FP activity, negative = inhibition, usual class: inhibitors; 370,000 compounds, 0.028% hits; P11308; fluorescence polarization, His-ERG Ets domain / labelled DNA; active = well fitted inhibition curve with a large enough effect in the polarisation, with a control signal flat; inconclusive = small, poorly fitted or top-dose-only effect, or effect the other way, or a change in a side signal; inactive = no such curve, though single readings can be large or run the other way; the % refers to the polarisation;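 note: polarization taken with two DNA probes labelled with fluorescein and Texas red; potency is the fitted concentration of half-maximal effect; % of control where 0% means no effect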
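His-tagged ERG Ets domain (1 uM in the protein solution; 300mM KCl, 50mM Tris-HCl, 1mM EDTA, 1mM DTT, pH 7.5) received compound, then a probe mix of 5 nM fluorescein-DNA and 100nM Texas-615-DNA. Fluorescence polarization was read for both dyes.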
BAZ2B block = BAZ2B (human) inhibition; AlphaScreen BAZ2B-H3K14Ac peptide displacement; Potency, µM (doses to about 114 µM), for inactives: at the highest dose activity change, negative = inhibition, most hits filed as inhibitors; 360,000 compounds, 4.4% hits; AID 504333; note: potency is the fitted concentration of half-maximal effect; % is set by controls: 0 for no effect and ±100 for the full control effect; nearly all actives have a fitted effect of over 60% in size
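AlphaScreen displacement of biotin-H3(5-23)K14Ac peptide (50 nM final) from BAZ2B (50 nM final) in PBS pH 7.4, 0.01% Tween-20; complex preformed 30 min RT, then compounds (top 110 uM) 30 min RT, beads 20 min dark.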
G9a block = G9a (human) methyltransferase inhibition; Potency, µM (titrated, usually from 102 µM), for the others: top-dose activity, negative = inhibition, actives largely listed as inhibitors; G9a H3K9 monomethylation, AlphaScreen, 2 h; AID 504332; 350,000 compounds, 8.8% hits; note: potency is the fitted concentration of half-maximal effect; % is set by controls: 0 for no effect and ±100 for the full control effect; nearly all actives have a fitted effect of over 75% in size
Target sequence (Q96KQ7 913-1193 limits assumed): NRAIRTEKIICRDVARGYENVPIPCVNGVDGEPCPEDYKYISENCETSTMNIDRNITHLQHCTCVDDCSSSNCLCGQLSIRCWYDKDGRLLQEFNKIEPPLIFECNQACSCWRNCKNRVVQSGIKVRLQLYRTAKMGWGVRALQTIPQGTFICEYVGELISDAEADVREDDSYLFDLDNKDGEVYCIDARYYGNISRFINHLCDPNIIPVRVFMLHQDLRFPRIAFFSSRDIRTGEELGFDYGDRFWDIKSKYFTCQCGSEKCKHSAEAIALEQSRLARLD
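G9a (20 nM) was preincubated 15 min with compound, then reacted 2 h at room temperature with 500 nM biotin-H3K9 peptide and 20 µM SAM. Monomethyl-H3K9 detected by AlphaScreen using anti-H3K9me1 antibody.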
RGS4 inhibitor = human RGS4 inhibition; P49798; Transcreener GDP fluorescence polarization, RGS4-accelerated GTP hydrolysis; Potency, µM (highest dose often 114 µM), inactives show at the highest dose activity change, negative = inhibition, usual class: inhibitors; 390,000 compounds, 0.039% hits; AID 504845; note: potency is the fitted concentration of half-maximal effect; % is set by controls: 0 for no effect and ±100 for the full control effect; nearly all actives have a fitted effect of over 75% in size; some results filed as inactive show a strong effect at the top dose
Target sequence (P49798 whole entry, looked up): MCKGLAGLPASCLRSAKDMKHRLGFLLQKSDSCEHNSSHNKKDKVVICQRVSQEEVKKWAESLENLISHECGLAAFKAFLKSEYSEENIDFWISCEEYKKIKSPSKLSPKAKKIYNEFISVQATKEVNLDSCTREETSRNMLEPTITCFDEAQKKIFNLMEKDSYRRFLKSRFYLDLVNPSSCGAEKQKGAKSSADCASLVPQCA
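MLSMR compounds (23 nl, pin-transferred) preincubated 10 min at room temperature with a 500nM (2x) first reagent, then RGS4 at 900nM (2x) plus Transcreener GDP mix added; fluorescence polarization (620/688 nm) read before and after 90 min at 30 °C.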
GLS inhibitor = glutaminase GLS (human) inhibition. O94925. GLS enzymatic activity, qHTS titration. Potency, µM (titrated, usually from 45.5 µM), for the others: at the top dose activity change, negative = inhibition, hits mostly inhibitors. 410,000 compounds, 0.21% hits; note: potency is the fitted concentration of half-maximal effect; % is set by controls: 0 for no effect and ±100 for the full control effect
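Glutamate formation by hKGA was monitored fluorometrically using coupled glutamate oxidase, HRP and Amplex Red. Substrate was added as 1 mM L-glutamine solution; incubation was 30 min at RT after an initial read.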
PI4K2A inh = PI4K2A (human) kinase inhibition. purified PI4K2A, ADP-Glo luminescence, 1 h; active compounds read low. activity change, negative = inhibition, % at 76.9 µM. 420,000 compounds, 0.13% hits. AID 1346378; in the data active = activity change below about -50%; inconclusive = mostly about -30% to -49%;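 note: -100% = wells without enzyme as full effect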
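ADP-Glo luminescence measured ADP generated by PI4K2A enzyme (4 ug/mL before mixing) with 1.2 mM PI substrate (pre-mix) and 300 microM ATP (pre-mix). Tris pH7.5 buffer with MgCl2, Triton X-100; 1 h reaction at ambient temperature.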
HP1b binding inh = HP1-beta chromodomain-methylated histone interaction inhibition | AID 540317 | P83916 | Potency, µM (highest dose often 114 µM), for the others: at the top dose activity change, negative = inhibition, most hits filed as inhibitors | 390,000 compounds, 0.56% hits | AlphaScreen HP1-beta / biotin-H3K9me3 peptide binding; note: potency is the fitted concentration of half-maximal effect; nearly all actives have a fitted effect of over 70% in size; inactives centre near 23
Target sequence (P83916 whole entry, looked up): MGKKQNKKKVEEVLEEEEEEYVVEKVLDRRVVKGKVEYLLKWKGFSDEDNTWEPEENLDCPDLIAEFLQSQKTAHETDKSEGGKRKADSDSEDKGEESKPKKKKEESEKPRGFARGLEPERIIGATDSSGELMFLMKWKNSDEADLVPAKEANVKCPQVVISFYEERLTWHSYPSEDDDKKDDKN
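AlphaScreen: HP1-beta (50 nM) preformed 30 min with biotin-H3(1-18)K9me3 peptide (50 nM) in PBS pH 7.4, 0.01% Tween-20. Compound added for 30 min at RT, then streptavidin donor/nickel chelate acceptor beads (10 ug/mL) for 30 min.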
12-LOX inh = ALOX12 (human) lipoxygenase inhibition; purified 12hLO, xylenol orange hydroperoxide absorbance; Potency, µM (doses to about 108 µM), for inactives: at the highest dose activity change, negative = inhibition, most hits filed as inhibitors; 580,000 compounds, 1.1% hits; AID 1671190; note: potency is the fitted concentration of half-maximal effect; % is set by controls: 0 for no effect and ±100 for the full control effect
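Purified human 12hLO at 150 nM in 25 mM Hepes, 0.01% Triton X-100, pH 7.0, preincubated 15 min at room temperature with compound. Reaction started with 40 uM arachidonic acid, 30 min at room temperature. Hydroperoxide measured by Fe-xylenol orange, 573/405 nm absorbance ratio.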
An asterisk follows results filed as active; ? = inconclusive; / = not tested or not shown; & = joins results of further samples; [ ] = another dose, or the depositor's remark. Unless noted, calls come from the whole dose curve; as a rule, active = well fitted curve in the direction sought with a large enough effect; inconclusive = small, poorly fitted or top-dose-only effect, or another doubt; inactive = no such curve, though single readings can be large; an effect the other way counts as inactive or inconclusive. Not all compounds are listed; the hit share may differ from the screen's.

The line under a structure holds: JMJD2A Tudor	ERG Ets-DNA blk	BAZ2B block	G9a block	RGS4 inhibitor	GLS inhibitor	PI4K2A inh	HP1b binding inh	12-LOX inh
CC(C)C(=O)N1c2ncnn2C2(CCCCC2)[C@@H]2CCCC[C@@H]21
→ 6.0%	10.9%	0.1%	2.9%[59 µM]	20.3%	-1.4%	-1.0	33.4%	-18.0%
O=S(=O)(c1ccc2oc(=S)[nH]c2c1)N1CCCCC1
→ -18.4%	-1.0%	-1.2%	44.7µM*	-7.8%	49.6%[activator]	-2.3	14.0%	-15.5%
C=CCN1C(=O)/C(=C2\SC(N3CCOCC3)=NC2=O)c2cc(Br)ccc21
→ ?	0.0%	-13.5%	?	14.6%	1.7%	3.6	-5.2%	-13.5%
O=C(NCc1ccccn1)C1CC(c2ccc(Cl)c(Cl)c2)=NO1 (stereo not drawn)
→ -7.5%	-1.8%	-1.9%	50.7%[12.7 µM]	15.1%	-2.6%	-1.9	18.9%	0.0%
Cc1cccc(CN2CCN(C(c3ccccc3)c3ccc(Cl)cc3)CC2)c1 (stereo not drawn)
→ 79.4µM*	-21.3%	50.1µM*	?	-23.7%	1.7%	-5.2&-6.9	59.8%[activator]	?
CCS(=O)(=O)c1ccc(O)c(N2C(=O)C3C4C=CC(C4)C3C2=O)c1 (stereo not drawn)
→ -9.8%	/	7.3%	21.5%[59 µM]	38.4%	1.1%	3.9	27.2%	-24.8%
Cc1ccc(NS(=O)(=O)c2ccc(OCC(=O)NCc3ccncc3)cc2)cc1
→ -6.8%	-13.6%	6.8%	-0.1%[59 µM]	-28.0%	-6.8%	3.2	48.4%[activator]	-21.4%
CCCc1nccn1S(=O)(=O)c1cc(Br)ccc1OC
→ 1.3%	0.1%	3.2%	-5.0%[59 µM]	-8.4%	-11.3%	-5.5	35.7%	?
N#Cc1cc2c(nc1SCc1cccnc1)CCCC2
→ ?	3.0%	16.3%	?	-37.8%[56.9 µM]	-8.5%	-1.2	-16.0%	?
CC(C)Cn1cc(F)c(=O)n(CC(C)C)c1=O
→ -14.4%	6.2%	-0.3%	12.7%[59 µM]	5.8%	-0.3%	-12.7	-18.6%	-5.8%
Cc1cn([C@H]2C[C@H](N=[N+]=[N-])[C@@H](CO)O2)c(=O)[nH]c1=O
→ -20.7%	-26.9%	6.8%	9.0%[59 µM]	4.2%[56.9 µM]	-1.2%&-1.9%	0.4&0.1&1.3	21.9%	?
COCCN(C(=O)c1ccccc1OC)c1nnc(C)s1
→ -9.9%	8.2%	-15.7%	13.1%	-24.6%	-32.3%	7.2	40.7%[activator]	-2.2%
Cc1c(NC(=O)c2ccc3c(c2)OCO3)cccc1-c1nc2ccccc2o1
→ -25.9%	-0.3%	8.4%	-39.0%	33.2%	0.8%	14.1	16.6%	-5.0%
Cc1[nH]c2c(C)cccc2c1CCNS(=O)(=O)c1cccc([N+](=O)[O-])c1
→ ?	-21.4%	50.1µM*	?	9.6%	26.8%	0.1	?	-5.0%
O=C(Cc1n[nH]c(=O)c2ccccc12)OCC(=O)c1ccc2c(c1)OCCO2
→ -16.9%	3.1%	/	6.8%[59 µM]	-5.5%	3.4%	3.9	13.7%	0.0%
Cc1cc(C)n(CC(O)CN2C(=O)NC(C)(C)C2=O)n1 (stereo not drawn)
→ -8.3%	-1.6%	13.4%	4.2%[59 µM]	8.9%	-19.3%	3.2	11.4%	0.0%
O=C(Nc1cccc(C2=NCCN2)c1)Nc1cccc(C2=NCCN2)c1
→ -5.0%	-4.3%	/	-4.1%[59 µM]	-33.4%	20.6%&-0.3%	-0.2	20.4%	-8.7%
Cc1cc(C)cc(S(=O)(=O)c2cn(C)c3cc(N4CCN(C)CC4)c(F)cc3c2=O)c1
→ 1.7%	6.5%	0.2%	37.2%[activator]	-11.5%	-11.0%	-0.3	35.3%	-2.8%
Cc1ccc(N(C)S(=O)(=O)c2c(C)[nH]c(C)c2C(=O)N2CCCC2)cc1
→ -12.2%	-4.6%	-21.5%	-11.0%	-10.9%[56.9 µM]	-11.4%	-1.7	77.3%[activator]	3.3%
COCCNC(=O)c1cc2c(=O)[nH]c3ccccc3c2s1
→ -13.3%	0.2%	12.3%	3.0%	-10.9%	-11.3%	-4.8	-17.9%	66.2%[activator]
CCOc1ccccc1OCC(=O)NN=C1CCCC(=O)C1
→ -4.1%	-12.3%	/	/	19.5%	?	-2.9	31.6%	-8.6%
CN(C)CC(C)(C)CNC(=S)Nc1ccc(S(=O)(=O)N2CCOCC2)cc1
→ -2.9%	-3.6%	-2.9%	9.8%	-23.2%	1.4%	2.4	15.9%	-11.5%
CCn1ncc(CN2CCC(Oc3cc(C(=O)NC4CC4)ccc3OC)CC2)c1C
→ -5.1%	3.0%	-8.4%	15.1%	-22.4%	-2.6%	-6.4	32.9%	0.0%
Cc1nn2c(=O)cc(COc3ccc(/C=C(\C#N)C(=O)Nc4ccccc4)cc3Cl)nc2s1
→ -25.5%	-1.1%	?	-19.9%[59 µM]	-1.0%	0.4%	-7.7	4.3%	?
Cn1c(COc2ccc(C(=O)O)cc2)nc2ccccc21
→ -2.0%	-3.8%	3.3%	-6.6%[2.33 µM]	-39.3%	-2.5%	-2.6	62.4%[activator]	0.7%
CCOc1ccc(/C=C2\SC(=S)N(CCC(=O)N(CCO)c3ccccc3)C2=O)cc1
→ ?	1.8%	?	15.8µM*	-39.5%	3.2%	3.8	-25.4%	10.7%
Cn1cc(CN2CCC(CO)CC2)c(-c2ccc(Oc3ccccc3)cc2)n1
→ -18.1%	1.3%	-16.2%	-2.3%	-35.7%	2.3%	0.2	46.0%[activator]	-9.8%
CCOc1ccccc1N(CC(=O)N/N=C(\C)c1cccc(Br)c1)S(C)(=O)=O
→ -32.0%	-2.9%	-1.9%	?	?	0.0%	1.1	-9.7%	2.2%
CCSc1nnc(NC(=O)C(C)(C)C)s1
→ 1.3%	0.7%	-19.9%	1.3%	19.1%	0.8%	2.9	13.6%	4.4%
O=C(O)c1ccc(NC(CSCc2cccc(F)c2)C(=O)O)c([N+](=O)[O-])c1 (stereo not drawn)
→ -15.7%	0.5%	4.0%	?	3.9%	7.3%	-4.9	8.7%	-18.8%
O=S(=O)(Nc1ccccc1N1CCOCC1)c1c(F)cc(F)cc1Br
→ -14.4%	2.9%	/	/	-24.9%	31.9%[activator]	1.3	27.8%	?
COc1cccc(C(=O)NCC(=O)N2CCC(C)CC2)c1
→ 10.8%	-6.7%	-1.8%	-43.5%	6.0%	1.4%	-7.0	39.6%[activator]	8.7%
O=C(NC1CCCCC1)c1cccnc1Sc1ccccc1
→ -9.9%	-9.3%	-2.3%	22.0%	14.6%	-6.0%	-0.3	-1.3%	-7.9%
Cn1cnc2c(cnn2C)c1=N
→ -12.4%	-3.5%	/	/	2.6%	-3.6%	7.6	3.1%	?
Cc1ccc(-n2c(C)cc(C)c(C#N)c2=O)cc1Cl
→ -2.0%	-5.0%	2.9%	-2.9%[59 µM]	-27.3%	-5.7%	-2.7	41.8%[activator]	-8.2%
CCN(CC)C(=O)CSc1nnc(-c2ccc(S(=O)(=O)NCc3ccccc3Cl)cc2)o1
→ -0.7%	-0.1%	-0.1%	2.7%	22.8%	-7.0%	2.1	25.5%	10.3%
CC(=O)Nc1cccc2c1Cc1cc([N+](=O)[O-])ccc1-2
→ -9.7%	11.3%	/	/	-9.9%	-9.1%	-3.5	35.9%	-7.5%
CCOC(=O)c1cccc(NC(=O)NCc2ccc3c(c2)CCN3C(=O)c2ccccc2)c1
→ -27.2%	3.6%	13.5%	4.2%[59 µM]	-15.5%	-5.0%	-1.8	31.0%[57 µM]	-8.6%
CN1CCOCCOCCN(C)C1=O
→ -15.2%	2.0%	10.3%	13.8%	14.2%	-18.3%	0.6	-0.1%	10.8%
CCN1C(=O)CC(C(=O)Nc2ccc(F)cc2)SC1=Nc1cccc(OC)c1 (stereo not drawn)
→ -3.6%	/	-27.4%	-8.8%[59 µM]	-14.5%	3.6%	1.2	35.2%	-21.7%
Cc1ccc(SCC(=O)NNC(=O)c2ccccc2)cc1C
→ -11.7%	-9.5%	0.3%	6.6%	18.7%	3.3%	8.1	35.2%	?
Cn1c(C(=O)N2CCc3ccccc3C2)cc2c(=O)n3ccccc3nc21
→ 26.3%	0.2%	26.7%	/	-18.7%	1.8%	-13.9	93.0%[activator]	?
COCCNc1nnc(SCC(=O)NNC(=O)c2ccccc2)s1
→ -18.5%	-11.1%	-14.6%	?	-66.2%[56.9 µM]	36.6%[activator]	2.1	?	5.1%
COc1ccc(CCNC(=O)c2cc(-c3cc(Cl)ccc3O)n[nH]2)cc1OC
→ -15.5%	-3.5%	-13.0%	10.5%	9.2%	9.4%	5.0	5.1%	?
CCOc1ccccc1-c1nc(C(N)=O)c2[nH]c(=O)n(-c3ccc(F)cc3)c2n1
→ -12.8%	5.3%	-4.1%	-40.4%	0.6%	10.7%	-2.2	23.6%	-29.6%
O=C(O)CCCCCNS(=O)(=O)/C=C/c1ccccc1
→ -10.4%	11.2%	-22.6%	20.0%	-5.4%	7.9%	2.8	6.5%	-5.4%
